Source: PubChem (several laboratories)
Platelet DG rel – inhibitors of platelet dense granule secretion, primary screen, cell-based, MLPCN, human platelets. human platelet-rich plasma, SFLLRN dense granule ATP release, luminescence. inhibition, %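 (compounds screened at 7.5 µM in platelet-rich plasma)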. hit rate 0.22% among 300,000;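 active means mean replicate score, as percent of positive control, at or above 50; inconclusive means mean below 50 but at least one replicate at or above 50; inactive means mean and every replicate below 50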
GSK3A inh – blockers of GSK3A enzyme activity – biochemical, luminescence, cell-free homogeneous, HTS, primary screen | GSK-3 alpha kinase, ADP-Glo luminescence, 60 min | inhibition, % at 10 µM | hit rate 0.1% among 320,000 | Glycogen synthase kinase-3 alpha (Homo sapiens), P49840;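 in the data active means inhibition above about 50%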;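 further: GST-tagged GSK-3 alpha with peptide substrate and 25 µM ATP; 0% = DMSO neutral wells and 100% = GW8510 positive control wells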
Target sequence (P49840 whole entry, looked up): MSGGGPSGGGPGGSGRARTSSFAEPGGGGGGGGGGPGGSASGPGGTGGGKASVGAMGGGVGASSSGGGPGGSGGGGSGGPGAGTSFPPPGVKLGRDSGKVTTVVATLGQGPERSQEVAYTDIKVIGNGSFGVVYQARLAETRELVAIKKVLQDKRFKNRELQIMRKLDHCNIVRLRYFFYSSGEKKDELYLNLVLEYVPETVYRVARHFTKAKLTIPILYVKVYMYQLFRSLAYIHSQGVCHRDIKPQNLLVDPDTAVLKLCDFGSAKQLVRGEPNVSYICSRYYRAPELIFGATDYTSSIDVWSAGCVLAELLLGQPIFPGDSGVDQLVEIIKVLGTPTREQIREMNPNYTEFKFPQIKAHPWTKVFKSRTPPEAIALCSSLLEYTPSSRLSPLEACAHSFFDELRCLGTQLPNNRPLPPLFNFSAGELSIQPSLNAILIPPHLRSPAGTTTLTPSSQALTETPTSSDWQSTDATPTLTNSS
IEC-6 cytotox – cytotoxicity in IEC-6 intestinal epithelial cells, primary screen, cytotoxicity control for KLF5 inhibitor project, cell-based, luminescence. hit rate 0.78% among 290,000. IEC-6 cytotoxicity, luminescence viability. inhibition, % at 5 µM; in the data active means inhibition above about 22%;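 further: 0% = plate median of test compound wells and 100% = cytotoxic reference compound wells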
HSF1 inhib – HSF1 inhibitors in luciferase reporter cells, primary screen, cell-based, NIH3T3, luminescence; NIH3T3-HGL HSE-luciferase, MG132-induced, luminescence 8 h; active compounds read low; activity change, negative = inhibition, % at 7.5 µM (by protocol); hit rate 0.77% among 300,000; AID 2098, 2009;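 active means more than half of replicate wells show activity change below -50%, luminescence cut by over half; inconclusive means some wells, but at most half, below -50%; inactive means no replicate well below -50%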;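 further: luciferase reports HSF-1 transcriptional activity via heat shock element; 0% = median of DMSO wells and -100% = zero luminescence signal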
HSP90 inh – HSP90 inhibitors, primary screen, cell lysate, luminescence. Heat shock protein HSP 90 (rabbit reticulocyte lysate; luciferase refolding). hit rate 0.91% among 290,000. inhibition, % at 5.6 µM. Rabbit reticulocyte lysate, luciferase refolding luminescence, 3 h. AID 1789, 2009;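 active means inhibition above the screen-wide mean plus 3 SD, computed separately per campaign, cut at about 16% in these data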;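 further: 0% = DMSO wells and 100% = 60 µM geldanamycin wells; inhibitors lower the luminescence because luciferase stays unfolded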
GSK3B inh – human GSK3beta kinase inhibitors, primary screen, biochemical, cell-free homogeneous, HTS | GST-GSK3beta kinase, ADP-Glo luminescence, 60 min; active compounds read low | hit rate 0.038% among 300,000 | activity score (negative = inhibition), % at 10 µM | AID 2097, 2009;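 active means more than half of replicate wells score below -50%, meaning over 50% inhibition versus plate controls; inconclusive means some replicates but at most half score below -50%; inactive means no replicate scores below -50%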;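 further: 0% = median DMSO wells and -100% = median GW8510 positive control wells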
Target sequence (P49841 whole entry, looked up): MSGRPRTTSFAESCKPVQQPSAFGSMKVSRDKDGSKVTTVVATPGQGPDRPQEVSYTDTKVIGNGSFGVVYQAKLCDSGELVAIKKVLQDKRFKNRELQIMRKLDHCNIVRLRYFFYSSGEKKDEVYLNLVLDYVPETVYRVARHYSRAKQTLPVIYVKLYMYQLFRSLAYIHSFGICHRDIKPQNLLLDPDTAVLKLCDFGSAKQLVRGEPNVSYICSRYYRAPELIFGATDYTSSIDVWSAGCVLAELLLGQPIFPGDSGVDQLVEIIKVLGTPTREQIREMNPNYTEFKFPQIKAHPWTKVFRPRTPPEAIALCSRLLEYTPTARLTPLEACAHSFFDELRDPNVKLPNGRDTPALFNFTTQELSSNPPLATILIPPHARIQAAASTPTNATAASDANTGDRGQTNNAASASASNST
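Test system: GST-fused GSK3beta enzyme, cell-free | Quantity: 1.6 ng GST-GSK3beta enzyme per well | Reagent: 25 µM ATP with peptide substrate | Schedule: 60 min enzyme reaction, room temperature | Signal: Luminescent ADP-Glo measurement of ADP formed | Read-out basis: Score relative to plate controls | Control set: DMSO and 20 µM GW8510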
aSyn UTR inh – MLPCN primary screen, SNCA 5' untranslated region; alpha-synuclein 5'UTR reporter, inhibitor activity; inhibition, % (tested at 7.5 µM); hit rate 0.82% among 300,000; AID 1813, 2009; in the data active means inhibition above about 60%; inconclusive means no clear call, values can overlap the other calls;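 further: H4 neuroglioblastoma cells stably carrying SNCA 5'UTR luciferase fusion; 0% = DMSO wells and 100% = positive control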
HSF1 activator – HSF-1 activators, primary screen, NIH3T3-HGL cells, MG132 stress, luminescence, single point | NIH3T3-HGL HSF-1 luciferase reporter, 8 h; 100% = twice DMSO control signal | activation, % at 9 µM | hit rate 1.7% among 300,000;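 active means mean replicate activation of at least 50% with a set share of replicates each reaching 50%; inconclusive means only one of those two conditions met; inactive means mean below 50% and too few replicates reaching it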;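 further: 0% = median of the neutral control wells and 100% = twice that signal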
KLF5 inh – KLF5 expression inhibitors, primary screen, DLD-1 cells, luminescence. DLD-1 KLF5 promoter-luciferase reporter. inhibition, % at 5 µM. AID 1700, 2009. hit rate 0.23% among 290,000;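 active means inhibition above a per-plate limit of that plate's mean compound inhibition plus 3 SD, cut at about 60% in these data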;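 further: 0% = DMSO wells and 100% = LY294002 at 200 µM; higher means less KLF5 promoter-driven luciferase light; inactives centre near -14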
DYRK1A inh – rat Dyrk1A kinase inhibitors, primary screen, biochemical, single point, plate reader. Dual specificity tyrosine-phosphorylation-regulated kinase 1A (Rattus norvegicus), Q63470. ADP-Glo luminescence, NFATc1 peptide. inhibition, % at 12.5 µM. hit rate 0.43% among 310,000. AID 504441, 2011; in the data active means inhibition above about 50%;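 further: plate controls were vehicle with enzyme for no effect and no enzyme for full effect; many of its hits are not listed in these tables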
Starred values were filed as active, the others as inactive; ? = inconclusive; nt = not tested or not shown. These rows are one share of the data. The share of hits here may be higher or lower than overall.

SMILES	Platelet DG rel	GSK3A inh	IEC-6 cytotox	HSF1 inhib	HSP90 inh	GSK3B inh	aSyn UTR inh	HSF1 activator	KLF5 inh	DYRK1A inh
Cn1nc(C(=O)OCc2ccccc2F)c2ccccc2c1=O	4	3	6	0	2	1	8	1	-24	-1
COc1cc2c(C#N)c(N3CCOCC3)nc(N)c2c(N)n1	-6	nt	2	-7	4	-1	21	-7	-18	18
N#Cc1c(N)nc2c(c1-c1ccncc1)CCCCCC2	-1	-2	0	-5	0	4	32	15	-6	-4
CSc1nc(-c2ccccc2)c(-c2ccccc2)[nH]1	0	-1	-3	-5	0	3	18	-13	-28	-4
Cn1c(=O)c2c(nc(CN3CCN(c4ccccc4)CC3)n2Cc2ccccc2Cl)n(C)c1=O	-2	nt	7	0	3	1	12	-9	-20	0
CC(=O)c1cccc(NC(=O)NNC(=O)CCC(=O)Nc2ccc(C)c(C)c2)c1	24	1	-1	-4	-1	1	0	6	-24	-2
Cc1cc(C)c(C(=O)Cn2nc(C(=O)O)c3ccccc3c2=O)cc1C	-8	-3	5	15	6	2	-4	?	6	7
O=C(COC(=O)c1ccccc1Cc1ccccc1)Nc1ccc(SC(F)F)cc1	5	-3	-1	46	1	4	-109	?	-83	-8
COc1ccccc1C(=O)Nc1cc(C)ccc1NC(=O)c1ccco1	7	0	-1	-7	-4	0	-20	-3	-9	0
CCCCCC(=O)N1CCN(S(=O)(=O)c2ccc3c(c2)OCCO3)CC1	0	-2	nt	6	nt	6	15	-5	nt	-7
CCOC(=O)c1nnn(-c2nonc2N)c1-c1ccc(C)cc1	-1	14	-8	0	-4	-39	14	-1	-8	4
CC(=O)c1cc(-c2ccccc2)n(CC(=O)Nc2cccc(C)c2)c1C	23	-1	7	1	-1	-1	0	-1	-24	1
COc1ccc2c(c1)c1nc(SCC(C)C)n(CCO)c(=O)c1n2C	-9	1	-7	-5	-1	-1	13	-1	3	18
COC(=O)NNC(=O)C1CCC(C(=O)NNC(=O)OC)CC1 (stereo not drawn)	-19	0	4	-3	-4	-2	-8	0	1	2
Cc1oc2c(c(C)cc3oc(=O)c(CC(=O)N[C@@H](CC(C)C)C(=O)O)c(C)c32)c1C	-2	0	0	-6	6	4	-8	-1	-25	13
Cc1cc(=O)[nH]c(N/N=C/c2ccc(Cl)c([N+](=O)[O-])c2)n1	2	0	-1	4	1	0	-41	-8	16	0
O=C(CC1SCCNC1=O)Nc1ccc(Cl)cc1 (stereo not drawn)	1	-4	-4	10	0	1	-56	18	-39	nt
O=C(CCCN1C(=O)/C(=C/c2cccs2)SC1=S)Nc1cccc(C(=O)O)c1	0	-4	2	1	4	-1	1	2	-32	-4
Cc1ccc(-c2n[nH]c(=O)c3ccccc23)cc1S(=O)(=O)NCCO	2	-2	4	-2	2	-2	-1	-1	10	6
CCNC(=O)Cn1c(=O)c2c(ncn2Cc2ccccc2)n(Cc2ccccc2)c1=O	-2	nt	-2	5	4	0	20	-8	-12	-3
CC(=O)c1ccc(N2CCN(C(=O)c3nn(Cc4ccccc4)c(=O)c4ccccc34)CC2)cc1	8	-1	4	14	5	2	0	26	-11	-5
COc1ccc(CCN2CC(C(=O)N3CCSCC3)CCC2=O)cc1 (stereo not drawn)	-11	-1	-7	3	5	-7	8	4	16	-5
c1ccc(COc2ccc(OCCOCCn3cncn3)cc2)cc1	-3	0	-2	19	4	0	-117	27	-140	-7
CCCCN(C(=O)/C=C/c1ccc(OCC(C)C)c(OCC)c1)c1c(N)n(CCC)c(=O)[nH]c1=O	5	-1	3	-17	-2	3	1	-34	-2	-2
COCCNC(=O)CN(C(=O)c1ccc(N2CCCC2)nc1)c1ccc(Cl)cc1	4	-2	-5	-2	0	1	6	-1	-39	-2
Cc1ccccc1NC(=O)CCNS(=O)(=O)c1cccc2nsnc12	-11	0	5	15	4	-2	-8	40	17	3
Cc1c(C(=O)NCc2ccccc2)cnn1-c1ccccc1	-1	-1	-4	-3	4	2	-37	2	-27	-3
CC(CCc1ccccc1)NC(=O)c1ccc(-n2cncn2)c([N+](=O)[O-])c1 (stereo not drawn)	-1	0	nt	2	nt	0	-4	0	nt	8
C/C(=N\NC(=O)CN(c1ccccc1)S(C)(=O)=O)c1ccccc1O	19	1	4	-6	-3	1	9	-26	12	0
O=C(c1cnn2c(C(F)F)cc(C3CC3)nc12)N1CCOCC1	8	-2	-5	-1	-3	-3	16	-10	-40	-5
CN1CCCN(C(=O)c2cccc3ccccc23)CC1	7	-2	-4	-4	0	4	5	15	-11	-4
COc1cc2[nH]c(=S)nc(NCC3CCCO3)c2cc1OC (stereo not drawn)	0	0	5	2	-3	2	-2	-10	-26	7
O=C(c1cccs1)c1coc2ccc(O)c(CN(CCO)CCO)c12	-3	18	-1	-6	-2	-5	-24	-3	-44	4
Cc1ccc(C(=O)CC(=O)COc2ccc(Cl)cc2)cc1	-2	-4	-1	1	0	4	12	2	-10	1
Cc1ccc(-n2ncc3c2CC(C)(C)CC3NC(=O)CN2CCCC2=O)cc1 (stereo not drawn)	2	-2	0	-1	-3	3	2	-2	-14	6
N=c1sccn1CC(=O)Nc1ccc2c(c1)CCC2	4	1	6	-2	-1	-3	13	0	-30	0
CCOC(=O)Nc1ccc(S(=O)(=O)Nc2cc(C)on2)cc1	-1	-4	11	-8	0	1	8	-6	-22	3
CC(NC(=O)c1ccc(S(=O)(=O)N(C)C)cc1)c1ccc(-n2ccnc2)cc1 (stereo not drawn)	-3	-2	2	-7	4	-1	-8	-6	-9	12
CCOCc1nnc(NC(=O)c2ccco2)s1	-2	-2	0	-3	6	1	13	1	-18	1
COc1ccc(/C=C(\C#N)C(=O)OCC(=O)NC(C)c2ccccc2)cc1 (stereo not drawn)	-2	2	0	-5	3	-1	12	-7	0	-1
CC1=CC(=C(C#N)C#N)C=C(C)N1CCN1CCN(C(=O)Nc2ccc(Cl)c(Cl)c2)CC1	-2	0	-4	-2	-8	-2	17	8	-55	-5
Cc1ccc(C(C)C)c(OCC(=O)NCC(c2cccs2)N2CCOCC2)c1 (stereo not drawn)	0	-1	nt	1	nt	0	14	-9	nt	2
N#Cc1ccc(Oc2ccc(S(=O)(=O)N3CCCCC3)cn2)cc1	-4	6	nt	-3	nt	0	-1	9	nt	nt
Cc1cc(C)n(Cc2cccc(C(=O)N/N=C/c3cccnc3)c2)n1	2	nt	6	3	0	-1	-1	-12	-14	6
CC(C)CN1C(=O)c2ccc(C(=O)Nc3ccc(O)cc3C(=O)O)cc2C1=O	-7	-2	-1	-1	-3	0	-3	-9	-41	nt
Cc1ccc2cc(CN(c3ccccc3C)S(=O)(=O)c3ccccc3)c(=O)[nH]c2c1	7	nt	3	2	6	1	-19	3	-37	-3
CCOc1ccc(N(C(C)C(=O)NC(C)CC)S(C)(=O)=O)cc1 (stereo not drawn)	2	2	3	-8	0	-1	9	-21	-10	-3
Cc1cc(-c2nnc(CCC(=O)N(C)CCc3ccccc3)o2)no1	5	nt	4	-27	1	1	-38	-41	-3	1
Cc1ccccc1NC(=O)c1ccc2c(c1)C(=O)N(CC(C)C)C2=O	-1	-2	3	0	5	-1	-14	2	-19	nt
CN(Cc1ccccc1)C(=O)c1nc2ccccn2c1CNCCCOc1cccnc1	9	-1	6	-1	-1	-1	0	10	-15	-3
CCOc1ccccc1NC(=O)CCNC(=O)c1ccc(Cl)cc1	nt	0	0	nt	0	4	nt	nt	10	4
CN(CC(=O)Nc1ccc(F)c(Cl)c1)S(=O)(=O)c1cccc2nsnc12	2	1	3	2	0	1	12	21	-38	-1
Brc1ccc(OCCn2ccnc2)cc1	-3	-2	-2	-2	-2	1	0	-16	-10	3
CC1CCCCC1NC(=O)COC(=O)c1ccc2ccccc2n1 (stereo not drawn)	5	-3	-1	-4	2	3	-3	-4	-37	nt
Nc1ccc(O)c(-c2nc3ccccc3s2)c1	10	0	-2	-1	1	-2	-41	10	-65	1
CN1C[C@@H]2C(c3ccc(C(F)(F)F)cc3)C3(c4ccc(C#N)cc4)CC2(C3)[C@H]1c1ccccc1 (stereo partly drawn)	3	-1	nt	5	nt	-1	13	6	nt	-8
CCc1ccc(NC(=O)c2sc3nc(C)nc(N4CCN(c5ccccn5)CC4)c3c2C)cc1	nt	-3	0	0	11	-2	-8	0	-19	1
OCC1(CCOc2ccccc2)CCN(Cc2ccc3cccc(F)c3n2)CC1	1	-3	-9	-7	-1	2	-16	3	-14	1
CC1(C)CC(=O)C2=C(C1)N(c1ccc(F)cc1)C(=O)CC2c1ccsc1 (stereo not drawn)	20	0	4	3	0	-6	5	7	-11	14
Cc1ccc(N2CCN(C(=O)c3ccccc3Br)CC2)c(C)c1	-3	-4	0	-3	1	2	-6	-5	-3	2

Other compounds follow:
SMILES	Platelet DG rel	GSK3A inh	IEC-6 cytotox	HSF1 inhib	HSP90 inh	GSK3B inh	aSyn UTR inh	HSF1 activator	KLF5 inh	DYRK1A inh
O=C(/C=C/c1cccc([N+](=O)[O-])c1)NCc1ccccc1	11	2	-1	5	3	0	-9	-7	-38	8
COC(=O)C1=C(N)OC2=C(C(=O)CC(C)(C)C2)C1c1ccoc1 (stereo not drawn)	0	3	-3	6	3	0	-15	6	-13	4
COc1ccc(C(=O)Nc2ccc3c(c2)nc(CCNC(C)=O)n3C)cc1	0	-4	4	11	7	1	-54	18	-43	-6
Cc1c(C#N)c(O)[nH]c(=O)c1N=Nc1ccc(Br)cc1C(=O)O	5	6	-4	-6	0	-4	-4	-2	-20	33
Cc1cccc(C)c1OCCNC(=O)C(=O)NCc1ccco1	-5	nt	77*	0	-1	-4	-2	-18	65*	-3
Cc1ccccc1-n1nnnc1SCc1ncc(-c2ccccc2)o1	-1	-2	-4	2	1	2	-22	8	4	7
CC(Cl)C(=O)c1c(N)n(C)c(=O)n(C)c1=O (stereo not drawn)	-1	0	1	-2	2	-6	-5	-6	-19	0
COC(=O)CN(c1ccc2c(c1)OCCO2)S(=O)(=O)c1ccccc1	4	0	-2	-4	2	1	6	2	-12	-8
